TWEAK Fn14 block: inhibitors of TWEAK-Fn14 signaling, primary screen, luciferase reporter cells, uHTS; TWEAK-stimulated Fn14 reporter cells, luciferase luminescence, 8 h; inhibition, % at 10 µM; 2% of 360,000 active; in the data active means inhibition above about 50%
Peg3 promoter: Peg3 promoter-driven luciferase inhibitors, primary screen, cell-based, HeLa, luciferase luminescence; HeLa PEG-Prom luciferase reporter, overnight; inhibition, % at 20 µM; 1.7% of 360,000 active; AID 588405, 2011;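 active means inhibition of at least 50% at 20 µM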
TROY NFkB inh: inhibitors of TROY-driven NF-kB signaling, primary screen, Q293 LMP1-TROYcd cells, NF-kB luciferase, uHTS. Q293 LMP1-TROYcd NF-kB luciferase reporter, 4 h. inhibition, % at 10 µM. 0.98% of 360,000 active. AID 1347056, 2019;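 active means compounds whose plate-normalised and pattern-corrected inhibition of the luciferase reporter signal at the single screening dose is 50% or more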
NR2E3 ag-1: NR2E3 agonists in two-hybrid cells, primary screen, cell-based, luminescence, CHO-S, Gal4-NCOR/VP16-NR2E3. luciferase. 0.35% of 360,000 active. inhibition of corepressor binding, % at 3.98 µM. Photoreceptor-specific nuclear receptor (Homo sapiens), Q9Y5X4. AID 602229, 2012;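 active means inhibition above the mean of all tested compounds plus 3 SD, cut at about 70% in these data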;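 further: 0% = DMSO with NR2E3 transfected cells and 100% = cells lacking NR2E3 construct; higher means lower luciferase signal from less NR2E3 corepressor binding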
Target sequence (Q9Y5X4 whole entry, looked up, the tested form may be a part): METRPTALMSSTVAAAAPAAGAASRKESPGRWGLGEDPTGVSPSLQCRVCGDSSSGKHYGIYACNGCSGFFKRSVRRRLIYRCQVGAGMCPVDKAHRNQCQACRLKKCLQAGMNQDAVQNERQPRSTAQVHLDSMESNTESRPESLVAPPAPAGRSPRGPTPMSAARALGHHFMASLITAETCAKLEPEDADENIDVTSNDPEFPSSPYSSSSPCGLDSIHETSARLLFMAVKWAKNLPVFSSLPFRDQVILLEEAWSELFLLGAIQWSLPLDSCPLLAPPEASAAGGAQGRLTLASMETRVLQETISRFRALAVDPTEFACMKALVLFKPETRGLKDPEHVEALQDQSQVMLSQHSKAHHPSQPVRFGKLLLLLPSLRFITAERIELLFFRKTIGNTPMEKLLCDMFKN
TRAIL sens C8: viability loss with TRAIL in NB7+C8 cells, primary screen, TRAIL sensitizer project, cell-based, ATPlite luminescence; inhibition (viability loss, TRAIL sensitization), % at 10 µM; 1% of 360,000 active;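 active means compounds causing at least 50% loss of cell viability in the single-dose screen, relative to plate controls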
HIF-2a inh: HIF-2a reporter inhibitors, primary screen, luminescence, 786-0 RCC cells | 786-0 RCC cells HIF-2a reporter, luciferase luminescence, overnight | inhibition, % at 18.8 µM | 0.72% of 360,000 active;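 active means inhibition of the luminescence signal of 40% or more relative to plate controls, in a single-dose primary screen at 18.75 µM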
MITF TRPM1 inh: inhibitors of MITF-dependent TRPM1 promoter reporter, primary screen, cell-based, SK-MEL-5, single point, luciferase; AID 488899, 2010; 0.83% of 330,000 active; inhibition, % at 12.5 µM; SK-MEL-5 TRPM1 promoter luciferase, 24 h;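 active means mean inhibition across replicates of 60% or more, whatever share of single replicates reaches that level; inconclusive means some that reach 60%, reason not given; inactive means mean inhibition across replicates below 60%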; further: values of inactives mirror those of a sister screen read the other way
NR2E3 ag-2: inhibitors of NR2E3-RetCOR corepressor binding, primary screen, NR2E3 agonist project, biochemical, TR-FRET, GST-NR2E3, biotin-RetCOR | 0.12% of 320,000 active | inhibition of corepressor binding, % at 4.78 µM | AID 2300, 2010 | 1536-well;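 active means percent inhibition above the cutoff of mean plus 3 SD of all tested compounds, set per screening campaign, cut at about 20% in these data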;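 further: 0% = DMSO wells and 100% = biotin wells as full block of FRET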
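Test system – NR2E3–RetCOR corepressor complex · Quantity – NR2E3 fusion 1.35 nM · Buffer or medium – Tris pH 7.5 · Incubation – Compound–protein incubation for 5 h at 4 °C · Technique – TR-FRET, Eu(K)-anti-GST donor, streptavidin-D2 acceptor, ex 340, em 617/671 nm · Evaluation – percent inhibition of 671/617 nm emission ratio versus biotin and DMSO controls · Plate – 1536-well format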
Shn3 3UTR inh: reduction of Shn3 3'UTR firefly luciferase signal, primary screen, Schnurri-3 inhibitor project, cell-based, Clone20 osteoblasts, set 2; Clone20 osteoblast Shn3 3'UTR firefly luciferase, 24 h; inhibition, % at 12.5 µM; 0.52% of 360,000 active;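 active means mean inhibition of at least 75% with every replicate also reaching 75%; inconclusive means mean inhibition at least 75% but some replicate below; inactive means mean inhibition below 75%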;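 further: 0% = median of neutral control wells and 100% = pilot-screen positive control compound; some compounds past the cut are filed as inactive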
KKLEB tox: cytotoxicity in KKLEB CF airway cells, primary screen, cytotoxicity control for CF NF-kB inhibitor project, cell-based, uHTS, fluorescence assay plates. KKLEB CF airway cells viability, ATPlite luminescence, overnight; hits give low values; cells stimulated with P. aeruginosa culture filtrate. activity change (cytotoxicity), % at 5 µM. 0.36% of 360,000 active. AID 602141, 2011;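 active means corrected activity change at or below -50% at 5 µM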
CF NFkB inh: inhibitors of PAF-induced NF-kB signaling, primary screen, cell-based, GFP fluorescence, uHTS; KKLEB NF-kB-GFP reporter, GFP fluorescence overnight; inhibition, % at 5 µM; 0.86% of 360,000 active; AID 588850, 2011;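 active means at least 50% inhibition at 5 µM, scaled per plate between neutral and stimulator controls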;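 further: PAF is a Pseudomonas aeruginosa culture filtrate used as stimulus; plate controls were PAF-stimulated DMSO wells for no effect and unstimulated DMSO wells for full effect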
The depositor's hits bear a star; u = inconclusive; x = no result given. The list is partial (hit frequency here may not be typical).

structure	TWEAK Fn14 block	Peg3 promoter	TROY NFkB inh	NR2E3 ag-1	TRAIL sens C8	HIF-2a inh	MITF TRPM1 inh	NR2E3 ag-2	Shn3 3UTR inh	KKLEB tox	CF NFkB inh
CC1Cc2ccccc2N1C(=O)COC(=O)c1ccc([N+](=O)[O-])o1 (stereo not drawn)	20	25	-14	-7	26	1	12	x	11	-2	24
CN(C)CC(NC(=O)c1cccc(S(=O)(=O)Nc2ccc3c(c2)OCO3)c1)c1ccccc1 (stereo not drawn)	0	-18	5	-5	9	-1	x	-7	6	-8	21
COc1c(N2CCN(C(=S)NC3CC4CCC3C4)C(C)C2)c(F)cc2c(=O)c(C(=O)O)cn(C3CC3)c12 (stereo not drawn)	-12	25	24	-37	17	23	2	-2	58	-4	15
Cc1ccc(NC(=S)N2CCN(S(C)(=O)=O)CC2)cc1Cl	-8	9	-5	0	-14	3	9	-1	27	-5	-11
Cn1c(SCC(=O)NC(C)(C)C)nnc1-c1cnccn1	10	1	-6	1	8	-4	0	3	-2	10	-6
Cc1cc(N2CCN(C)CC2)nc2ccc(NC(=S)NCCN3CCc4ccccc4C3)cc12	-17	61*	2	-1	-2	7	78*	3	18	-6	12
CCOC(=O)C1CCN(C(=O)c2ccc(CNS(=O)(=O)c3ccc(C)cc3)cc2)CC1	18	10	6	7	3	13	-3	0	-3	3	18
Cc1ccc(N(CC(=O)NC2CCCC2)C(=O)c2c(C)noc2C)cc1C	-19	20	2	-15	-8	16	12	0	12	-9	20
O=C(N/C=C/c1ccco1)NCc1ccccc1	7	-7	-7	9	-10	-1	-2	3	0	0	13
Cc1nn(C(C)C)c(C)c1CN1CCC(C(=O)Nc2cccc(-c3cccc(F)c3)c2)CC1	-4	89*	7	3	21	0	61*	2	14	-5	31
Cc1ccc2nc(NCCc3ccccc3)c3nncn3c2c1	-12	-112	-38	-52	-18	-136	x	x	-57	9	10
CCOC(=O)CC1CCCCN1C(=O)c1ccc2oc(CCc3ccccc3)nc2c1 (stereo not drawn)	1	-69	0	-15	14	-64	-11	-4	7	-7	12
CCCCn1cnc2c(oc3ccccc32)c1=O	-20	-193	-38	-103	4	-229	-101	x	-63	0	-3
Cc1ccc(C)c(CSC2=NN3CCCC(=O)N=C3S2)c1	-7	-12	-35	3	4	-33	-13	2	13	1	-6
Cc1ccccc1NC(=O)CN1CCN(C(=O)c2ccco2)CC1	13	53*	-17	-22	-11	-3	0	0	3	-2	-14
COc1ccc(NC(=O)c2nc(-n3nc(C)cc3C)ccc2Cl)cc1Cl	-29	4	18	-15	-1	5	-7	-1	-10	1	1
COc1ccc2c(=O)c(N3C(=O)c4ccccc4C3=O)c(C)oc2c1	-10	1	-2	14	13	10	-5	0	11	4	11
CC(=O)NC(c1ccc(F)c(F)c1)c1nc(-c2ccccc2C)cs1 (stereo not drawn)	-14	7	-16	-7	-6	-12	x	x	-2	6	-9
Cc1ccccc1NS(=O)(=O)c1ccc2oc(=O)ccc2c1	7	18	13	-32	-31	7	-2	5	13	6	-11
CC(CCc1ccccc1)NCc1ccncc1 (stereo not drawn)	-5	12	9	12	13	6	-3	2	-4	1	4
Cc1ccc(C(C)C)c(OCCSc2nc3ccccc3n2CC(=O)O)c1	-1	4	16	3	-6	19	-4	-3	8	-3	7
COCCNC(=O)C1(C)CCCN(C(=O)c2cccnc2SC)C1 (stereo not drawn)	8	1	-10	-3	-1	12	x	x	-13	1	-7
CCOc1ccc2c(c1)/C(=N/N1C(=O)c3ccccc3C1=O)C(=O)N2	2	11	-1	-23	-6	18	3	-4	-14	1	6
Cn1cc(Cl)c(C(=O)Nc2nc3ccc(Cl)cc3s2)n1	-3	-280	-43	-41	20	-381	-60	-2	-90	10	-3
Cc1nn(CC(=O)Nc2ccc3c(c2)nc(CCN2CCCCC2)n3C)c(=O)c2ccccc12	7	15	-5	-15	1	31	-9	-3	12	0	-9
CCOC(=O)c1cc(C#N)c(NCc2ccccc2)nc1C	-11	0	-17	4	13	6	-1	1	5	-1	4
CCOc1cc(CNCCc2c[nH]c3ccccc23)cc(Cl)c1OCC(N)=O	3	-10	13	-35	2	18	-8	-4	-34	-11	-4
Cc1cc(NN)nc(NS(=O)(=O)c2ccccc2)n1	0	1	-1	10	-23	6	4	7	-20	-11	10
CCc1ccc(N(C)S(=O)(=O)c2ccc3[nH]cc(C(=O)NCCN4CCOCC4)c(=O)c3c2)cc1	8	24	9	-8	18	-1	-3	-4	4	3	-16
CCOc1ccc(OCc2ccc(C(=O)Nc3cccnc3)cc2)cc1	14	-153	-23	-88	-3	-101	-50	1	-4	15	2
COc1ccccc1-n1cnc(N)c1C(=O)c1ccccc1	7	11	14	-24	-10	19	7	4	11	0	14
Fc1ccc(NC(=S)NNc2ncc(C(F)(F)F)cc2Cl)c(F)c1	29	38	61*	80*	40	34	u	4	28	-8	40
O=C(c1ccc(=O)[nH]n1)N1CCN(S(=O)(=O)c2cccc(F)c2)CC1	11	8	8	-23	1	7	3	x	-8	6	-21
COC(=O)C(NC(=O)c1ccccc1)=C1C=C(C)OC(C)=C1	-2	-1	-10	-7	-1	9	5	1	5	-6	0
COc1ccc(-c2cc(C(=O)NC(C)C)no2)cc1	2	-234	-51	-148	14	-214	-110	-3	-51	10	-4
CC(C)CN1CCN(Cc2cccc3ncccc23)CC1CCO (stereo not drawn)	19	10	15	7	2	13	11	-1	-10	-8	12
CCc1ccccc1NC(=O)Nc1cccn(Cc2ccc(F)cc2)c1=O	16	2	9	-9	-7	0	21	2	-1	1	-1
O=c1[nH]c(=S)[nH]cc1Oc1ccc(Br)cc1Br	1	8	-16	-10	-16	12	-6	x	-8	20	-5
O=C(c1ccco1)N(CCCN1CCOCC1)c1nc(-c2ccc(F)cc2)cs1	-6	28	7	-15	9	-66	-4	0	1	-3	-8
COc1ccc(/C=N/NC(=O)c2ccc(COCC(F)(F)C(F)F)cc2)cc1	3	1	-9	-24	13	8	-2	1	-2	3	-4
c1cnc2c(OCc3cn4cccnc4n3)cccc2c1	-6	-55	-9	-3	6	-56	-2	0	-6	9	-2
O=C(O)CSc1cc(C(=O)c2cc(F)ccc2O)cn2c(=O)c3c(-c4ccccc4)csc3nc12	0	11	8	-21	-3	18	5	1	-24	3	17
COc1ccc2cc3cc(C(=O)NCCCN4CCOCC4)oc3nc2c1	-20	-22	-15	-18	-3	-26	-3	5	-1	8	-10
CCOc1cc(N2CCOCC2)c(OCC)cc1NC(=O)C(C)(C)C	-10	-1	15	-25	2	13	-5	1	-12	-24	6
COc1ccc(CCNC(=O)CCC(=O)n2ncc3cc(C)ccc32)cc1OC	-18	-46	-6	5	-8	-3	x	-4	0	6	8
O=C(Nc1ccc2ccccc2c1)c1cnccn1	14	-201	-43	-131	15	-256	-29	-1	-60	-9	-4
NC(=O)c1nc(N2CCOCC2)nc(N2CCOCC2)n1	-2	6	-14	-9	6	11	5	3	10	2	-5
Cc1ccc(/C=C2/Sc3ccccc3N(CC(=O)NCC3CCCO3)C2=O)cc1 (stereo not drawn)	22	-26	-18	-2	-14	-56	-25	-1	-15	-7	0
CN(Cc1ccc(N(C)C)cc1)C(=O)c1cc2ccccc2o1	-7	-139	-16	-36	9	-152	-40	2	-3	7	13
O=C(Nc1cccc([N+](=O)[O-])c1)NC1CCCCCCC1	-36	-230	15	-102	18	-264	-98	x	-66	-8	4
COc1cccc(CNC(=O)CCCNC(=O)c2ccc(Cl)cc2)c1	5	12	-3	-33	7	5	-6	0	-1	10	-18
O=C(CCCCCn1c(=S)[nH]c2ccccc2c1=O)N1CCOCC1	16	-6	-6	-4	-2	8	-13	6	14	15	0
COc1ccc(N2CCN(C(=O)NCc3cccc(OC)c3)CC2)cc1	4	-9	-7	-19	-8	4	1	0	-2	-5	9
CS(=O)(=O)c1ccc(CNC(=O)[C@]2(C(F)(F)F)C[C@H](CCc3ccccc3)CCCO2)cc1	-3	17	17	-9	-3	22	0	1	12	2	-5
CCOC(=O)[C@]12CCCC=C1N(Cc1ccco1)C(=O)[C@H](CC(=O)NCc1cccc(C(F)(F)F)c1)C2	11	x	-13	0	0	12	x	x	x	x	x
COc1cccc(-n2nc(C(=O)N3CCN(Cc4ccccc4)CC3)c3ccccc3c2=O)c1	9	36	10	14	0	17	4	0	-31	6	-10
O=C1CCN(Cc2ccc(Cl)cc2Cl)C(=O)N1	7	10	-4	-3	-4	12	11	x	-5	0	3
CC(C)[C@H](NC(=O)c1cccc(CN(Cc2ccccc2)C(=O)c2ccccc2)c1)C(=O)O	2	8	-24	-17	8	16	4	1	9	2	9
CNc1ccc2ncc(-c3ccccc3NC(C)=O)n2n1	-11	-5	2	3	-6	11	x	x	-20	5	-13
COc1ccc(Cc2nnc(SCC(=O)Nc3ccc(C)cc3C)[nH]c2=O)cc1	2	6	-23	-10	-1	6	-7	0	3	8	-10

Other structures
structure	TWEAK Fn14 block	Peg3 promoter	TROY NFkB inh	NR2E3 ag-1	TRAIL sens C8	HIF-2a inh	MITF TRPM1 inh	NR2E3 ag-2	Shn3 3UTR inh	KKLEB tox	CF NFkB inh
Cc1cc(C)nc(Sc2ccc([N+](=O)[O-])cc2[N+](=O)[O-])n1	58*	44	21	12	21	-40	31	1	1	-20	25
Cc1ccc(N(CC(=O)N2CCN(Cc3ccccc3)CC2)S(C)(=O)=O)cc1C	14	13	-2	-17	4	4	3	-2	6	16	-11
CCOc1ccc(Nc2nc(Cc3nnc(SCC(=O)O)o3)cs2)cc1	15	8	10	-23	-27	-1	9	1	3	-1	2
COc1ccc(N2CCN(c3oc(Cc4cccc5ccccc45)nc3C#N)CC2)cc1	-8	19	4	-13	10	7	-3	-1	10	-7	11
